# IMPase Li inh: cell-permeable IMPase inhibitors with lithium potentiation. CHO-M1 cells, IP1 TR-FRET (IP-One), carbachol + lithium. Potency, µM (series often up to 59.4 µM), without a hit: at the top dose activity, negative = IMPase inhibition, hits mostly inhibitors. 0.35% of 210,000 active;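 further: IP1 builds up when IMPase is blocked and the TR-FRET signal falls; potency means the concentration at half of the fitted maximal effect; plate controls were basal vehicle for no effect and high inhibitor control for full effect; nearly all actives have a fitted effect of over 50% in size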
#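 CHO cells stably expressing M1 receptor (2000/well) were cultured 16–30 h, then exposed to compounds with a small lithium addition for 30 min at 37C. IP1 was measured by TR-FRET competition; AC50 from Hill fits.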
# NPSR antag: neuropeptide S receptor (human) antagonism, cAMP; Q6W5P4; CHO-NPSR cells, cAMP TR-FRET, antagonist mode; Potency, µM (top dose mostly 38.3 µM), inactives show top-dose activity change, negative = inhibition, usual class: inhibitors; 1% of 220,000 active; AID 1461; further: potency means the concentration at half of the fitted maximal effect; on the % scale 0 is the no-effect control and ±100 the full control effect; nearly all actives have a fitted effect of over 50% in size; many of its hits are not listed in these tables
# Target sequence (Q6W5P4 whole entry, looked up): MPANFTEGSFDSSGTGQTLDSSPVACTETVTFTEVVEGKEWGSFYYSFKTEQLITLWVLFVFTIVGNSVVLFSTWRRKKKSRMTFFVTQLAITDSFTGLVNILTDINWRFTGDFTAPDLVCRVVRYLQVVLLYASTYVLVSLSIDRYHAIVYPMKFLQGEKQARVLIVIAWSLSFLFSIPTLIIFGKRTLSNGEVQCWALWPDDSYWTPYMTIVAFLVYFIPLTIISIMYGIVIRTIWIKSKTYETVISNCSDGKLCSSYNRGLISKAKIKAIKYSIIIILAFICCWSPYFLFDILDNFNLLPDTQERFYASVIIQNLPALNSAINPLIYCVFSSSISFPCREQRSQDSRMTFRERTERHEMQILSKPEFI
# Epigenetic reg: derepresses silenced GFP reporter in murine cells; 0.2% of 280,000 active; murine LDR cells, GFP reporter derepression, 30 h; Potency, µM (doses to about 53.9 µM), without a hit: at the highest dose GFP activation, usual class: activators; AID 1865; further: potency means the concentration at half of the fitted maximal effect; % of control where 0% means no effect; nearly all actives have a fitted effect of over 60% in size
#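 Readout is the number of GFP-expressing murine LDR cells, counted by cytometry following washing. Cells were treated with compound for 30 h at 37 C; the stably integrated CMV-GFP locus is normally silent.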
# CBFb RUNX1 block: inhibitors of human CBF-beta and RUNX1 interaction. AlphaScreen CBFb-His/RUNX1-biotin binding, biochemical. Q01196+Q13951. 230,000 tested, under 10 active. Potency, µM (titrated, usually from 59.8 µM), inactives show at the top dose activity, negative = inhibition, hits mostly inhibitors; further: % of control where 0% means no effect
# Target sequence (Q01196 whole entry, looked up): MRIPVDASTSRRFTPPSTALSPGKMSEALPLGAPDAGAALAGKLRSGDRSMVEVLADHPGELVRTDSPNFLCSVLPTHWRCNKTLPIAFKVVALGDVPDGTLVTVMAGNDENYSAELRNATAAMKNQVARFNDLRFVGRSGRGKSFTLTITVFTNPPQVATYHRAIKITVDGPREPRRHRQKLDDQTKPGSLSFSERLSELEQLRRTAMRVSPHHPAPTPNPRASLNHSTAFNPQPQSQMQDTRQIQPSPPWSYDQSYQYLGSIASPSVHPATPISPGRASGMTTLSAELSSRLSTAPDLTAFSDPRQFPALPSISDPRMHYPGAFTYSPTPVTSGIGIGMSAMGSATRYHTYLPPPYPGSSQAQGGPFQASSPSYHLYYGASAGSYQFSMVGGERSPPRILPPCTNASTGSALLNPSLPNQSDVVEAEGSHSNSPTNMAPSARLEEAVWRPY
# Target sequence (Q13951 whole entry, looked up): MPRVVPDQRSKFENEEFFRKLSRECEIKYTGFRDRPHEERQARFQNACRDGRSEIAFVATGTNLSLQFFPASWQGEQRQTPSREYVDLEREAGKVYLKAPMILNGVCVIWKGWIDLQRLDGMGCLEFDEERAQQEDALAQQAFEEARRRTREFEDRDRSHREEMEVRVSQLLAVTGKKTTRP
#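 Bead-based AlphaScreen assay; binding partners His-tagged CBF-beta and biotinylated RUNX1 at 30 nM each. Compound exposure 15 min after a 20-min protein preincubation; bead step 90 min; all steps at room temperature.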
# KinaseGlo FLuc: counter-screen: inhibitors of Kinase-Glo firefly luciferase; Potency, µM (highest dose often 38.3 µM), for the others: top-dose activity change, negative = inhibition, hits mostly inhibitors; Q27757; AID 1379; 0.28% of 200,000 active; Kinase-Glo luciferase, ATP luminescence, 8 min; further: potency means the concentration at half of the fitted maximal effect; on the % scale 0 is the no-effect control and ±100 the full control effect; nearly all actives have a fitted effect of over 60% in size
#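 Recombinant Kinase-Glo luciferase, 10 uM ATP (linear range), luciferin; imidazole pH 7.2 / KCl / MgCl2 / Tween / BSA buffer; 8 min RT; luminescence.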
# HTT aggregate: inhibitors of mutant huntingtin aggregate formation in PC12 cells; PC12 HttQ103-GFP aggregates, Acumen cytometry, 40 h; Potency, µM (series often up to 46.1 µM), for the others: at the top dose activity change, negative = inhibition, usual class: inhibitors; 1.1% of 220,000 active; AID 1688; further: potency means the concentration at half of the fitted maximal effect; on the % scale 0 is the no-effect control and ±100 the full control effect; nearly all actives have a fitted effect of over 60% in size
#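 Inducible Q103 Huntingtin exon 1–GFP PC12 line, 1500 cells/well in phenol red free DMEM with 5% equine and 5% calf serum. Tebufenozide 100 nM induced expression; compounds titrated; aggregates quantified by cytometry.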
# Lamin A splicing: LMNA splicing modulation. HeLa LMNA splicing GFP/RFP minigene ratio, 48 h. Potency, µM (doses to about 46.1 µM), for inactives: at the top dose ratio change, negative = inhibition, actives largely listed as inhibitors. 0.01% of 200,000 active. AID 1487; active means well fitted inhibition curve with a large enough effect in the signal ratio, with a control signal flat, not every such curve was filed as active; inconclusive means small, poorly fitted or top-dose-only effect, or effect the other way, or a change in a side signal; the % refers to the signal ratio; further: potency means the concentration at half of the fitted maximal effect; on the % scale 0 is the no-effect control and ±100 the full control effect
#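 S3 HeLa cells stably expressing lamin A-EGFP splicing minigene plus DsRed2, 600 cells/well, 48 h compound exposure at 37C. Laser-scanning cytometry; analysed as GFP (500-530 nm)/RFP (575-640 nm) total intensity ratio; 0.5% DMSO vehicle.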
# * marks the source's active call; other numbers are inactive results; ? = inconclusive; . = no result given; & = joins results of further samples; [ ] = remark or other dose. Unless noted, the call rests on the fitted dose curve; in most records, active means well fitted curve in the direction sought with a large enough effect; inconclusive means small, poorly fitted or top-dose-only effect, or another doubt; inactive means no such curve, though single readings can be large; an effect the other way counts as inactive or inconclusive. The list is partial, so the mix of outcomes need not match the whole.
SMILES,IMPase Li inh,NPSR antag,Epigenetic reg,CBFb RUNX1 block,KinaseGlo FLuc,HTT aggregate,Lamin A splicing
CCOc1ccc(N2CC(C(=O)Oc3ccccc3)CC2=O)cc1 (configuration not stated),6%[38.3 µM],-19%[46.1 µM],-2.5%,5%,-3%,10%,7%
Cc1ccc2c(c1)C1(SCCS1)C(=O)N2,-30%[38.3 µM],3%[46.1 µM],4.0%,-2%,1%,-6%,7%
COc1ccc(CNC(=O)C2COc3ccccc3O2)c(OC)c1 (configuration not stated),-5%[38.3 µM],-19%[46.1 µM],-1.0%,8%,1%,16%,7%
CC(=O)c1ccc(NC(=O)CSc2nccn2C)cc1,.,-7%[7.67 µM],-1.4%,-1%,.,1%[9.22 µM],.
CSc1nc2ccc(NS(=O)(=O)c3ccc(Br)s3)cc2s1,.,?,-0.1%,7%,.,-3%[9.22 µM],.
Cc1ncc([N+](=O)[O-])n1Cc1ccc(Cl)cc1,1%,8%,1.7%,5%,-1%,17%[9.22 µM],16%[46 µM]
CCOC(=O)CNC(=O)c1ccc2[nH]c3ccccc3c2c1,2%,4%,-4.8%,-3%,2%,-11%[9.22 µM],.
CC(=O)Nc1cccc(-c2nc3ccccc3s2)c1C,1%,6%,-1.9%,1%,-2%,-12%[9.22 µM],-6%[46 µM]
Cc1ccc(Sc2ccc(NC(=O)CCl)cc2)cc1C,-2%,-24%,0.0%,10%,-3%,12%,3%
CC(C)(CNC(=O)c1cc(=O)[nH]c2ccccc12)N1CCOCC1,3%[38.3 µM],-8%[46.1 µM],1.8%,-4%,-5%,-4%,3%
CCOC(=O)c1c(NC(=O)CSc2nc3cc(Cl)ccc3c(=O)n2Cc2ccco2)sc(C(=O)N(C)C)c1C,.,?,-0.9%,-4%,.,7.1µM*,0%
CC1(C)CC(=O)C(C=NCCN2CCN(C(=S)Nc3cccc(Cl)c3)CC2)=C(O)C1,2%[38.3 µM],-8%[46.1 µM],-0.9%,1%,3%,9%,-5%[0.0737 µM]
CCCOC(=O)c1ccc(NS(=O)(=O)c2cccs2)cc1,-10%[38.3 µM],-23%[7.67 µM],-0.3%,10%,-1%,0%,?
Cc1cc(C)c2c3c(sc2n1)C(=O)N(C)CC(=O)N3,-13%[38.3 µM],3%[46.1 µM],0.1%,5%,-1%,-4%,-5%
CN1CCc2nc3sc(C(=O)C45CC6CC(CC(C6)C4)C5)c(N)c3cc2C1,9%[38.3 µM],-16%[46.1 µM],-3.8%,0%,1%,-3%,?
O=[N+]([O-])c1ccc(Cl)c2c1C1C=CCC1C(c1ccccn1)N2 (configuration not stated),10%,40%,3.4%,.,-8%,9%[9.22 µM],10%[46 µM]
COc1ccccc1NC(=O)N1CCC(c2nnc(SCC(N)=O)n2C)CC1,-12%[38.3 µM],-2%[46.1 µM],0.0%,0%,-5%,0%,10%
Cc1cccc(N(CC(=O)N2CCCC2)S(=O)(=O)c2ccccc2)c1,6%[38.3 µM],-5%[46.1 µM],0.8%,-3%,-5%,8%,6%
CC12CC(NC(=O)N1c1cccc(C(=O)N3CCN(c4ccccn4)CC3)c1)c1ccccc1O2 (configuration not stated),30%[38.3 µM],-16%[46.1 µM],1.0%,0%,0%,-3%,-4%
Cc1[nH]c2ccccc2c1C(=O)/C=C\c1ccccc1Cl,14%,-16%,0.0%,-14%,-4%,31%,?
CC(C)(C)Cn1c(=O)[nH]c(=O)c2cc([N+](=O)[O-])cnc21,-1%,-3%,-2.2%,-3%,0%,16%,1%
N#Cc1ccccc1Cn1cc(C#N)c2ccccc21,16%,-16%[46.1 µM],-2.2%,10%,-1%,-32%,?
CCCc1nc2sc(C(=O)OCC)c(N)c2c2c1COC(C)(C)C2,?,-19%[46.1 µM],-4.3%,0%,-3%,2%,1%
S=C1NCN(Cc2ccccc2)CN1,.,-33%,1.1%,8%,.,7%[9.22 µM],.
CC(=O)NC(Cc1ccc(F)cc1)C(=O)O (configuration not stated),1%[38.3 µM],5%[46.1 µM],-0.1%,5%,0%,10%,0%
# Going on with the list.
SMILES,IMPase Li inh,NPSR antag,Epigenetic reg,CBFb RUNX1 block,KinaseGlo FLuc,HTT aggregate,Lamin A splicing
CC(C)N1CCc2c(sc(NC(=O)CCc3ccccc3)c2C(N)=O)C1,1%,0%,-3.0%,-7%,0%,2%,.
Fc1ccc(C2=Nn3c(Cc4ccccc4)nnc3SC2)cc1,.,-13%[46.1 µM],-1.0%,4%,.,-15%,-4%
Cc1ccc(NC(=O)c2cc(NC(=O)c3ccco3)ccc2N2CCOCC2)cc1Cl,35%[38.3 µM],-22%[46.1 µM],0.7%,2%,0%,-2%,-3%
Cc1cc(C)cc(N(CC(=O)NCCSCc2ccco2)S(C)(=O)=O)c1,-11%,0%,-2.8%,-24%,-4%,-1%[9.22 µM],.
O=C(CN1CCN(C(=O)c2ccco2)CC1)Nc1ccc(Cl)c(C(F)(F)F)c1,26%[38.3 µM],-14%[46.1 µM],1.1%,11%,3%,-25%,?
O=C(O)c1cc(N/N=C/c2ccc(N3CCOCC3)cc2)ccc1Cl,.,-11%,0.0%,0%,.,12%[9.22 µM],.
O=C(CSc1nnc(-c2ccco2)n1Cc1ccccc1)NC(=O)NCc1ccco1,9%,-10%[46.1 µM],-0.9%,-27%,2%,-2%,-5%
Cc1cc(C)n(Cc2cccc(F)c2)c(=O)c1C#N,3%[38.3 µM],0%[46.1 µM],-1.5%,3%,-6%,6%,-2%
C/C(=N/NC(=O)C(C)n1nc(C)c([N+](=O)[O-])c1C)c1ccc(OCC(N)=O)cc1 (configuration not stated),.,6%,-4.1%,9%,.,9%[9.22 µM],.
O=C(CC1S/C(=N/N=C/c2c[nH]c3ccc(OCc4ccccc4)cc23)NC1=O)Nc1ccccc1 (configuration not stated),-10%,5%,?,4%,3%,5%,?
Cc1nc(S(=O)(=O)Nc2ccccc2C(=O)NCC2CC2)cn1C,.,8%,1.1%,9%,.,13%[9.22 µM],.
Nc1ncnc2c1ncn2C1OC(CO)C(O)C1O (configuration not stated),-8%&4%&0%,-6%,1.3%&-1.3%&-7.1%,-4%&-8%&4%,-5%&-8%&-2%,?,?
COc1c(-c2ccc(O)c(O)c2)oc2cc(O)cc(O)c2c1=O,11%,-35%,5.2%&11%,-9%[21.7 µM],3%,?,.
CC(/C=N/NC(=O)c1cccc([N+](=O)[O-])c1)=C\c1ccccc1,-1%[38.3 µM],-3%[46.1 µM],-1.4%,2%,-12%,2%,8%
CCN1CCN(Cc2c(C)[nH]c3ccc(OC)cc3c2=O)CC1,14%[38.3 µM],-3%[46.1 µM],-2.9%,4%,-3%,-14%,-2%
CCOC(=O)N1CCC2(CC1)C(C#N)=C(N)OC1=C2C(=O)CCC1,3%,-2%,3.2%,-3%,-1%,8%[9.22 µM],13%[46 µM]
CCC(=O)NC(c1cccs1)c1ccc2cccnc2c1O (configuration not stated),20%,?,4µM*,-11%,.,-15%[9.22 µM],.
COc1ccc(-n2nnnc2SCC(=O)Nc2ccccc2N2CCOCC2)cc1OC,1%,58%,-1.1%,4%,-2%,7%[9.22 µM],?
COc1ccc(N2C(=O)CC(SCC(=O)O)C2=O)cc1 (configuration not stated),8%,-1%[46.1 µM],-1.0%,2%,-1%,-24%,0%
CC(=O)Nc1cc(C(=O)N2CCc3ccccc3C2)ccc1Sc1ccc(C)cc1,9%,-24%,1.0%,-9%,1%,-15%,?
O=C(O)C1C2C=CC(C2)C1C(=O)NC1CCN(Cc2ccccc2)CC1 (configuration not stated),19%[38.3 µM],1%[46.1 µM],1.0%,2%,-4%,-6%,17%
CC1=C(C(N)=O)C(c2cccnc2)n2nc(-c3cccc(Cl)c3)nc2N1 (configuration not stated),.,-3%[46.1 µM],-1.8%,5%,.,-10%,8%
O=C(/C=C/c1ccccc1)N/C(=C/c1ccccc1)C(=O)Nc1cccc(C(=O)O)c1,-4%,-1%,-0.1%,-5%,1%,-16%,.
O=C(ONC1=NCCCCC1)c1ccc(Cl)cc1,23%[38.3 µM],4%[46.1 µM],-1.0%,4%,-3%,2%,21%
Cc1cccc(C(=O)Nc2cc(OCc3cccc(F)c3)c(Cl)cc2Cl)c1,20%[38.3 µM],-4%[46.1 µM],-0.8%,15%,4%,-16%,-1%

# Continued (2 carried over from the part before).
SMILES,IMPase Li inh,NPSR antag,Epigenetic reg,CBFb RUNX1 block,KinaseGlo FLuc,HTT aggregate,Lamin A splicing
O=C(ONC1=NCCCCC1)c1ccc(Cl)cc1,23%[38.3 µM],4%[46.1 µM],-1.0%,4%,-3%,2%,21%
Cc1cccc(C(=O)Nc2cc(OCc3cccc(F)c3)c(Cl)cc2Cl)c1,20%[38.3 µM],-4%[46.1 µM],-0.8%,15%,4%,-16%,-1%
NS(=O)(=O)c1cccc(NC(=O)c2cccs2)c1,.,12%,0.0%,11%,.,-9%[9.22 µM],.
O=C(c1ccc(Cl)cc1)C1CCCN(Cc2ccc(Oc3ncccn3)cc2)C1 (configuration not stated),22%,9%,-0.9%,-5%,4%,?,13%[46 µM]
CCCSc1nc(C)cc(C)c1S(=O)(=O)c1ccccc1C,29%[38.3 µM],?,0.0%,?,-3%,-18%,13%
Cc1cc(NC(=O)C2C3C=CC(C3)C2C(=O)O)no1 (configuration not stated),27%[38.3 µM],-12%[46.1 µM],-1.0%,-7%,-4%,-16%,8%
O=C(CN1C(=O)C2C3C=CC(C3)C2C1=O)NCC1COc2ccccc2O1 (configuration not stated),27%[38.3 µM],-4%[46.1 µM],-0.5%,1%,0%,8%[9.22 µM],1%
O=C(O)c1c(-n2cccc2)sc2c1CCCC2,-1%,-1%,5.7%,7%,2%,-9%[9.22 µM],.
CCOc1ccc(NC(=O)CCCn2c(=S)[nH]c3ccsc3c2=O)cc1,-9%,-39%,-2.4%,0%,0%,-4%,.
CC1S/C(=N/N=C2CCC(C(C)(C)C)CC2)NC1=O (configuration not stated),0%,5%,1.1%,0%,-1%,5%,-7%
O=c1cc(-c2ccccc2Cl)oc2c(NS(=O)(=O)c3cccc4nsnc34)ccc(O)c12,.,-49%,1.1%,-18%,.,-14%[9.22 µM],.
COc1ccc(/C=N/Nc2nonc2N)c(OC)c1,-10%,5%,0.8%,2%,-1%,18%,.
Cc1nnsc1C(=O)Nc1ccccc1,4%,28%,0.0%,10%,-8%,11%,?
O=C(/C=C/c1cccs1)N1CCC2(CC1)Oc1ccc(Cl)cc1C(=O)C21CC(c2ccccc2)=NO1 (configuration not stated),.,-10%,-1.2%,-7%,.,-8%[9.22 µM],.
O=C(Nc1ccc(NC(=O)c2cc3ccccc3o2)cc1)c1ccc2c(c1)OCCO2,-26%,4%,0.2%,9%,2%,24%,4%[9.22 µM]

# Source: PubChem
